Compound activity as filed in PubChem BioAssay.
A549 viability – Nrf2 qHTS screen for inhibitors: counterscreen for cytotoxicity; A549 ARE-Fluc cells, CellTiter-Fluor viability, 18-24 h; Potency, µM (doses to about 46 µM), without a hit: at the highest dose activity change, negative = cytotoxicity, most hits filed as inhibitors; hit rate 0.16% among 390,000; also: % is scaled to controls: 0 for no effect and ±100 for the full control effect
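A549 ARE-Fluc cells in 5% FBS OPTI-MEM, 5000 cells/well, rested 2 h then exposed to compounds in concentration-response for 18-24 h at 37 °C. Viability by CellTiter-Fluor fluorescence (Ex 405/Em 525) after 30 min; luciferase luminescence (BugLite, 15 min, RT) read afterwards.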
Nrf2 activator – qHTS of Nrf2 Activators; Potency, µM (highest dose often 46.1 µM), inactives show top-dose activation, actives largely listed as activators; hit rate 0.31% among 410,000; AREc32 ARE-luciferase reporter (MCF7-derived line), luminescence, 24 h; also: % of control where 0% means no effect; nearly all actives have a fitted effect of over 65% in size
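Luciferase luminescence (Steady-Glo, 30 min at room temperature) served as the read-out of ARE activation in AREc32 cells treated with compounds for 24 hr at 37 deg C.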
MCF10A rerep – A quantitative high throughput screen for small molecules that induce DNA re-replication in MCF 10a normal breast cells | MCF 10A DNA re-replication, Hoechst nuclear intensity, 48 h | Potency, µM (doses to about 46.1 µM), without a hit: at the top dose activity, positive = re-replication, actives largely listed as activators | hit rate 2.9% among 350,000; also: % of control where 0% means no effect; nearly all actives have a fitted effect of over 50% in size
TGFb inhibitor – qHTS for Inhibitors of TGF-b | Potency, µM (titrated, usually from 46.1 µM), without a hit: at the top dose activity, negative = inhibition, usual class: inhibitors | HepG2 CAGA-GFP TGF-b/SMAD3 reporter, GFP fluorescence, 18 h; TGF-beta stimulated, 500 pg/mL final | hit rate 1.2% among 410,000 | AID 588855, 2011; also: % is scaled to controls: 0 for no effect and ±100 for the full control effect; nearly all actives have a fitted effect of over 65% in size
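HEPG2 CAGA-GFP cells (1000/well, DMEM with 1% FBS) were pre-incubated 2 h at 37 degrees C, given compound by pin tool, then stimulated with TGF-beta at 500 pg/mL final for 18 h before per-cell GFP fluorescence imaging.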
EPAC2 antag – qHTS for Antagonist of cAMP-regulated guanine nucleotide exchange factor 2 (EPAC2): primary screen; Rap guanine nucleotide exchange factor 4 (Homo sapiens), Q8WZA2; EPAC2 GEF exchange of Rap1B-BODIPY-GDP, fluorescence; Potency, µM (top dose mostly 114 µM), for inactives: at the highest dose activity, negative = inhibition, actives largely listed as inhibitors; hit rate 0.18% among 360,000; AID 720708, 2013; also: % is scaled to controls: 0 for no effect and ±100 for the full control effect; nearly all actives have a fitted effect of over 45% in size; many of its hits are not listed in these tables
Target sequence (Q8WZA2 whole entry, looked up): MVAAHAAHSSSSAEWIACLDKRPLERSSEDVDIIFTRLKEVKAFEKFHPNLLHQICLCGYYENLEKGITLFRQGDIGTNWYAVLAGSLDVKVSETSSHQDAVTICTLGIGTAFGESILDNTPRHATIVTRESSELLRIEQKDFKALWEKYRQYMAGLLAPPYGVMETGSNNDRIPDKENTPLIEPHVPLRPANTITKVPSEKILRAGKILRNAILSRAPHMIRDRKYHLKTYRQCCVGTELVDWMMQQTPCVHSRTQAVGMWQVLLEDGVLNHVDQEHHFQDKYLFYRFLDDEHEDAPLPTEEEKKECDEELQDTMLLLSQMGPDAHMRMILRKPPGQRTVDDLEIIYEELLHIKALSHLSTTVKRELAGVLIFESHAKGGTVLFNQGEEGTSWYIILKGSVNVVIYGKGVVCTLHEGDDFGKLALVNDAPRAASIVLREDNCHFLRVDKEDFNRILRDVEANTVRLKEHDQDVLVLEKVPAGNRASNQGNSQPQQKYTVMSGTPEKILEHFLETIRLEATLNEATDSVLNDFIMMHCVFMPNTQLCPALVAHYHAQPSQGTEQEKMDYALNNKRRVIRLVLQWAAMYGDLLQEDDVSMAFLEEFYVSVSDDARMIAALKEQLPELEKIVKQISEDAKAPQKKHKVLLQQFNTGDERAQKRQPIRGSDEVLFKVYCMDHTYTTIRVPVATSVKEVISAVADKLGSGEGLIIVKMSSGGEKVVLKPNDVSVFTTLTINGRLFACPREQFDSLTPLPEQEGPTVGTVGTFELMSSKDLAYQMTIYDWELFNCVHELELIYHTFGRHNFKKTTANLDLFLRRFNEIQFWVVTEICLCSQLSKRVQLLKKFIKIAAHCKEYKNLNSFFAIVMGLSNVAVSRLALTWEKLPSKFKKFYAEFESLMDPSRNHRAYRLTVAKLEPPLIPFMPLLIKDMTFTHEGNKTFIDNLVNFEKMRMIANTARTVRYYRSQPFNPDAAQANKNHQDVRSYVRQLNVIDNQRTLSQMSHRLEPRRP
Nrf2 block – Nrf2 qHTS screen for inhibitors | hit rate 2.1% among 360,000 | AID 504444, 2011 | Potency, µM (doses to about 46 µM), without a hit: top-dose activity change, negative = inhibition, hits mostly inhibitors | A549 ARE-Fluc reporter, luciferase luminescence, 18-24 h; also: % is scaled to controls: 0 for no effect and ±100 for the full control effect; nearly all actives have a fitted effect of over 60% in size
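Nrf2 function is reported as luminescence of an ARE-controlled luciferase in A549 cells. Compounds were tested at several concentrations, and a CellTiter-Fluor read on the same wells flagged cytotoxicity.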
ATXN viability – Viability Counterscreen for Primary qHTS for Inhibitors of ATXN expression; AID 651635, 2014; Potency, µM (highest dose often 56.7 µM), most hits filed as cytotoxic; hit rate 0.49% among 400,000; S2 cells (HEK-293 line with an ATXN2-luciferase reporter) viability, CellTiter-Fluor protease fluorescence, 24 h; also: nearly all actives have a fitted effect of over 40% in size
ATXN2 expr inh – Primary qHTS for Inhibitors of ATXN expression; HEK-293 ATXN2-luciferase reporter, luminescence, 24 h; Potency, µM (doses to about 57 µM), for inactives: top-dose activity change, negative = inhibition, most hits filed as inhibitors; hit rate 0.72% among 360,000; also: % is scaled to controls: 0 for no effect and ±100 for the full control effect; nearly all actives have a fitted effect of over 55% in size
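qHTS (up to 57 uM final) was run with 24 h compound exposure of reporter cells at 37 °C. Each well was multiplexed: SteadyGlo luminescence measured ATXN2-luciferase expression after a fluorogenic Gly-Phe-AFC viability readout (25 uM final).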
HepG2 tox – qHTS for Inhibitors of TGF-b: Cytotox Counterscreen | hit rate 0.76% among 410,000 | Potency, µM (titrated, usually from 46.1 µM), for inactives: at the highest dose activity change, negative = cytotoxicity, hits mostly cytotoxic | HepG2 CAGA-GFP viability, ATP luminescence, 18 h; also: some results filed as inactive show a strong effect at the top dose
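CellTiter-Glo luminescence gave cytotoxicity after 18 hours at 37 degrees C. The cells were HepG2 CAGA-GFP in 1% FBS DMEM, stimulated with 500 pg/mL TGF-beta after compound addition. %Activity was normalised to no-cell wells (complete cell-killing) and DMSO (no toxicity), and curves were fitted and classified.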
* = called active by the depositor; i = inactive; ? = inconclusive; · = not tested or not shown; & = joins results of further samples; [ ] = another dose, or the depositor's remark. Calls follow the shape of the dose curve; as a rule, active = well fitted curve in the direction sought with a large enough effect; inconclusive = small, poorly fitted or top-dose-only effect, or another doubt; inactive = no such curve, though single readings can be large; an effect the other way counts as inactive or inconclusive. Potency is read from the fitted curve at half-maximal effect. The list is partial (hit frequency here may not be typical).

Order of values – A549 viability	Nrf2 activator	MCF10A rerep	TGFb inhibitor	EPAC2 antag	Nrf2 block	ATXN viability	ATXN2 expr inh	HepG2 tox
CCN(C[C@H]1N[C@@](Cc2ccccc2)(C(=O)OC)[C@H]2C(=O)N(C)C(=O)[C@@H]12)C(=O)COc1ccccc1
→ -1%	-0.7%	1%	12%	1%	-8%	i	1%	-9%
COC(=O)C[C@H](NC(=O)Cn1cnc2c(OCc3ccccc3)ncnc21)C(=O)OC
→ -2%	0.0%	0%	-3%	7%	11%	i	17%	-6%
COC(=O)c1sccc1NC(=O)CSCCc1ccncc1
→ -1%	5.9%	3%	20%	4%	1%	i	-3%	1%
CCN(C(=O)c1nn(-c2ccc(OC)c(Cl)c2)c(=O)c2c1c1ccccc1n2C)c1cccc(C(F)(F)F)c1
→ -5%	0.3%	·	-2%	·	-15%	i	-2%	-14%
CS(=O)(=O)N1Cc2cc(C(=O)NCC3CC3)nc(-c3cccc(-c4cccnc4)c3)c2[C@@H]1CCO
→ ·	-0.7%	·	·	-1%	·	i	-19%	·
COc1ccc(-c2cc(C(F)(F)F)n3nc(C(=O)NCc4ccco4)cc3n2)cc1OC
→ -2%	2.2%	?	-9%	-5%	-16%	i	9%	-15%
O=C(CSc1nc(-c2ccccc2)no1)N1CCN(c2ccccc2)CC1
→ -5%	-0.4%	·	-1%	·	-4%	i	-5%	-4%
CN(C)S(=O)(=O)Nc1ccc(NS(=O)(=O)N(C)C)c(S(=O)(=O)c2ccccc2)c1
→ 1%	0.0%	-184%[0.0737 µM]	0%	16%	0%	i	3%	5%
CCCCc1ccc(N2C(=NC(=O)C3CCCO3)SC3CS(=O)(=O)CC32)cc1 (configuration not stated)
→ 0%	0.3%	2%	1%	1%	21%	i	5%	-5%
COC(=O)c1ccc(/C=C(\C#N)C(=O)NC(C)c2ccccc2)cc1 (configuration not stated)
→ ?	4.6%	18µM*	-14%	1%	4%	?	?	-43%
Oc1c(Cl)cc(Cl)cc1C=Nc1ccc2c(c1)OCCO2
→ -1%	4.7%	?	-2%	-13%	13%	i	-5%	-13%
Cc1ccc(C)c(-c2cc(C(=O)NC3CC3)c3ccccc3n2)c1
→ -1%	-0.7%	9%	-8%	5%	4%	i	-8%	-4%
NS(=O)(=O)c1ccc(N/C=C\C(=O)c2ccncc2)cc1
→ ?	3.7%	28%	-13%	-24%	-19%	i	18%	-1%
O=C(c1ccc(CS(=O)Cc2ccc(Cl)cc2)o1)N1CCN(c2ccc(F)cc2)CC1 (configuration not stated)
→ 1%	0.4%	0%	?	-11%	?	i	-32%	-19%
COc1cccc(CNC(=O)CN2C(=O)N(c3c(C)cccc3C)S(=O)(=O)c3ccccc32)c1OC
→ -10%	4.9%	·	0%	·	·	i	-7%	-32%
COc1ccc2c(c1)CC(C(=O)Nc1cc(OC)c(OC)c(OC)c1)CO2 (configuration not stated)
→ 9%	1.0%	·	-7%	·	·	i	2%	4%
O=C(C1=C[C@H](c2ccccc2)C[C@H](OCCCCO)O1)N1CCOCC1
→ 7%	0.3%	-13%	-23%	3%	9%	i	5%	-3%
Cc1cn([C@H]2C[C@H](O)[C@@H](/C=C/C(=O)NCCc3ccc(S(N)(=O)=O)cc3)O2)c(=O)[nH]c1=O
→ ·	0.4%	·	-7%	1%	·	i	5%	-12%
CC12CCC(C(=O)NCc3ccco3)(OC1=O)C2(C)C (configuration not stated)
→ 17%	-0.2%	24%	-6%	0%	-3%	i	-1%	-35%
CCC(Sc1nnc2c3ccccc3n(C)c2n1)C(=O)Nc1nnc(C(C)C)s1 (configuration not stated)
→ -11%	4.0%	·	-27%	·	-21%	i	6%	-2%
COc1ccc(CCN2C(=S)N(c3ccccc3)C(=O)C2CC(=O)O)cc1OC (configuration not stated)
→ 1%	5.3%	-3%	-11%	13%	7%	i	·	-14%
Cc1ccc(C#N)c(SCc2cccc(Br)c2)n1
→ -8%	-0.1%	1%	-17%	-22%	3%	i	·	-15%
CCOC(=O)c1c(C)[nH]c(C)c1C(=O)COC(=O)c1nn(CC)c(=O)c2ccccc12
→ ·	2.7%	·	-17%	13%	·	i	·	-4%
COc1cc(/C=N/NC(=O)c2csc3c2CCCC3)ccc1OCCN1CCOCC1
→ -9%	2.0%	?	-18%	-10%	4%	i	1%	-26%
CS(=O)(=O)N1CCc2cc(S(=O)(=O)NCc3ccccc3Cl)ccc21
→ 3%	-0.1%	·	?	·	·	i	3%	-16%
CCOc1ccc(NC(=O)CN2C(=O)NC3(CCCCCC3)C2=O)cc1
→ 1%	-0.8%	-4%	5%	-2%	2%	i	4%	4%
CCOC(=O)c1sc(NC(=O)C2=COCCO2)c(C#N)c1C
→ 0%	3.7%	9%	12%	21%	18%	i	41%[activator]	0%
COc1cc(/C=C2/C(=N)N3C=CSC3=NC2=O)ccc1OCCCOc1c(C)cccc1C
→ -11%	4.1%	0%	-5%	0%	8%	i	-19%	-34%
COc1ccccc1CN1CCC(CNS(=O)(=O)c2cc(-c3onc(C)c3C)ccc2OC)CC1
→ -27%&-1%	5.1%&15%	10%	?	-11%	?	i	-36%	-16%&-60%
COc1ccc(OC)c(CCNC(=O)Cn2nc(C)c3c(C)n(-c4ccccc4)nc3c2=O)c1
→ 1%	0.1%	4%	-9%	1%	?	i	-2%	-3%
CCN1C(=O)CC(N2CCC(c3nc4ccccc4[nH]3)CC2)C1=O (configuration not stated)
→ -2%	-0.8%	-7%	23%	10%	1%	i	-20%	4%
O=C(NCCc1ccccc1)C1c2ccccc2C(=O)N1C1CC1 (configuration not stated)
→ -13%	-0.1%	14%	-1%	1%	10%	i	-10%	-3%
Cc1ncc(CO)c(/C=N/N=C/c2ccccc2O)c1O
→ 0%	9.5%	-3%	-4%	-12%	-1%	i	63%[activator]	-36%
CCOc1ccccc1Nc1cc(C)nc2ccccc12
→ ·	2.8%	·	-18%	-11%	·	i	·	-46%
CC(=O)Nc1ccc(C(=O)COC(=O)c2cc(C)oc2C)c(F)c1
→ -1%	3.5%	-3%	-5%	-16%	-13%	i	·	-3%
CCOc1ccccc1OC(=O)CN1C(=O)c2ccccc2C1=O
→ 9%	0.2%	7%	-2%	-6%	1%	i	3%	-20%
COc1cc2ncnc(NCc3ccc(F)cc3)c2cc1OC
→ -2%	3.6%	-8%	13%	-6%	?	i	-12%	-8%
COc1ccc(C(=O)N2CCOC2CNC(=O)C(=O)NCc2ccco2)cc1 (configuration not stated)
→ -10%	0.1%	0%	15%	3%	5%	?	-13%	-22%
O=C(CCc1ccccc1)OCC(=O)c1ccc([N+](=O)[O-])cc1
→ -4%	0.0%	-2%	2%	0%[57.1 µM]	-21%	?	·	3%
COc1ccc(C(CNC(=O)C(Cc2ccccc2)NC(N)=O)N(C)C)cc1 (configuration not stated)
→ 8%	0.2%	-3%	4%	-3%	4%	i	·	-3%
Cc1ccc([C@@H]2[C@@H]3C(=O)N(c4ccccc4)C(=O)[C@@H]3[C@]3(C)C(=O)N(Cc4ccccc4)CC(=O)N23)o1
→ 0%	-0.2%	9%	-3%	3%	0%	i	-2%	-17%
COC(=O)Nc1ccc(S(=O)(=O)N2CCC(C(=O)N3CCC(C)CC3)CC2)cc1
→ ?	1.9%	?	-9%	0%	?	i	-12%	-9%
COc1ccccc1NC(=O)C1=C(C)Nc2nc(-c3ccco3)nn2C1c1ccccc1F (configuration not stated)
→ 1%	26%	·	30%[activator]	·	?	?	-2%	2%
CN(C)c1ccc(C=C(c2nnnn2-c2ccccc2)c2nnnn2-c2ccccc2)cc1
→ -21%	-0.3%	?	4%	12%	9%	i	-16%	-2%
Cc1ccc(CNC(=O)c2c(-c3ccc(Br)cc3)noc2C)o1
→ -3%	4.0%	·	?	·	·	i	-11%	-26%
COC(=O)/C=c1\sc2n(c1=O)C(C)=CC(C)(C)N=2
→ -12%	?	3%	?	2%[57.1 µM]	0%	i	-14%	3%
COC(=O)c1ccc(Cl)c(NC(=O)Cc2ccccc2[N+](=O)[O-])c1
→ -6%	5.3%	-28%	8%	8%	5%	i	-7%	-2%
Nc1cc(=O)[nH]c(SCC(=O)Nc2ccc([N+](=O)[O-])cc2)n1
→ -5%	0.1%	-1%	-7%	-1%	-5%	i	2%	-47%
CCOc1ccc(CCNC(=O)C2CCCN(S(=O)(=O)N3CCOCC3)C2)cc1OCC (configuration not stated)
→ 0%	0.4%	1%	8%	-23%	18%	i	2%	-2%
CC(C)(C)CN1C(=O)C(=O)NC[C@H]1Cc1ccc(O)cc1
→ -5%	0.6%	-2%	-8%	6%	-1%	i	1%	1%
COc1cccc(CN2CCN(C(=O)c3cccs3)CC2)c1OC
→ -2%	0.7%	-3%	25%	1%	10%	i	8%	16%
CCOC(=O)C1=C(C)OC(N)=C(C(=O)OCC)C1c1ccncc1 (configuration not stated)
→ 2%	0.1%	-2%	2%	6%	9%	i	0%	18%
CC(C)CNS(=O)(=O)c1ccc(C(=O)Nc2ccc3c(c2)OCO3)cc1
→ -1%	0.3%	-23%	-15%	-22%	0%	i	3%	-3%

Arranged by value in Nrf2 activator (smallest number first): three from the list above.
Molecule	Nrf2 activator
CN(C)c1ccc(C=C(c2nnnn2-c2ccccc2)c2nnnn2-c2ccccc2)cc1	-0.3%
COC(=O)Nc1ccc(S(=O)(=O)N2CCC(C(=O)N3CCC(C)CC3)CC2)cc1	1.9%
COC(=O)c1ccc(Cl)c(NC(=O)Cc2ccccc2[N+](=O)[O-])c1	5.3%
